Bioassay records as filed in PubChem BioAssay.
12-LOX inh – ALOX12 (human) lipoxygenase inhibition; 580,000 compounds, 1.1% hits; AID 1671190; purified 12hLO, xylenol orange hydroperoxide absorbance; Potency, µM (series often up to 108 µM), for the others: at the highest dose activity change, negative = inhibition, hits mostly inhibitors; P18054; also: potency is read from the fitted curve at half-maximal effect; % is scaled to controls: 0 for no effect and ±100 for the full control effect
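Hydroperoxide product was detected by ferrous iron/xylenol orange as the 573 to 405 nm absorbance ratio. Arachidonic acid at 40 uM (final) was turned over for 30 min at room temperature by 150 nM human 12hLO, pH 7.0 Hepes buffer, after 15 min compound preincubation.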
Pol kappa inh – DNA polymerase kappa (human) inhibition | Q9UBT6 | 400,000 compounds, 0.53% hits | purified Pol kappa, fluorescent DNA synthesis assay, 10 min | AID 588579 | Potency, µM (doses to about 107 µM), for inactives: at the top dose activity, negative = inhibition, hits mostly inhibitors; also: potency is read from the fitted curve at half-maximal effect; % is scaled to controls: 0 for no effect and ±100 for the full control effect
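50 nM final substrate added after 15 min RT preincubation of 10 nM Pol kappa with compound; fluorescence read at 0 and 10 min.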
Apoferritin bind – candidate novel general anesthetic via apoferritin binding. P02791. apoferritin/1-aminoanthracene competitive binding, fluorescence. Potency, µM (titrated, usually from 77.5 µM), for the others: at the top dose activity change, negative = displacement, most hits filed as inhibitors. 350,000 compounds, 0.074% hits; also: potency is read from the fitted curve at half-maximal effect; % is scaled to controls: 0 for no effect and ±100 for the full control effect; nearly all actives have a fitted effect of over 20% in size
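Read-out: endpoint 1-AMA fluorescence, excitation 380 nm and emission 535 nm, after compounds sit 10 min at room temperature with 10 uM horse-spleen apoferritin in 50% saturated 1-AMA/PBS. Values come from four-parameter Hill fits.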
APE1 inh – inhibitors of human APE1 endonuclease; P27695; recombinant APE1, TAMRA/BHQ-2 abasic DNA cleavage fluorescence; Potency, µM (top dose mostly 65.8 µM), for inactives: at the highest dose activity change, negative = inhibition, hits mostly inhibitors; 350,000 compounds, 0.35% hits;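 also: potency is read from the fitted curve at half-maximal effect; plate controls were vehicle for no effect and reference inhibitor for full effect; nearly all actives have a fitted effect of over 55% in size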
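Incision of a quenched TAMRA/BHQ-2 THF abasic-site duplex (50 nM) by 0.75 nM APE1, after 15 min compound preincubation, measured as fluorescence increase over three 60 s reads. Values normalized to buffer, DMSO and NSC13755 control wells.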
TRHR agonist – TRH receptor (human) agonism; P34981; TRHR cells, calcium flux fluo-8, FDSS agonist mode; activation, % at 2 µM; 360,000 compounds, 0.18% hits; AID 493084; in the data active = activation above about 30%; also: 0% is about no effect
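Agonist-mode FDSS calcium read (Ex 480/Em 530, 1 s cycles) in 1536-well TRHR cells with fluo-8 dye, after 10-cycle baseline and 23 nL compound addition; TRH at EC20 (10 nM final) added afterwards for the enhancer phase.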
Pol iota inh – DNA polymerase iota (human) inhibition; 390,000 compounds, 1% hits; Pol iota fluorescent replication assay, 10 min; Q9UNA4; Potency, µM (series often up to 115 µM), for inactives: at the top dose activity, negative = inhibition, usual class: inhibitors; also: potency is read from the fitted curve at half-maximal effect
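Fluorescent replication assay read twice, at 0 min and 10 min after adding 50 nM (final) substrate. Enzyme (10 nM) and compounds were first incubated 15 min at room temperature; enzyme-free buffer wells were negative controls.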
BLM inh – inhibitors of human Bloom syndrome helicase BLM | Potency, µM (titrated, usually from 56.1 µM), for the others: at the top dose activity change, negative = inhibition, usual class: inhibitors | P54132 | 350,000 compounds, 0.2% hits | AID 2528 | recombinant BLM DNA unwinding, fluorescence dequenching;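 also: potency is read from the fitted curve at half-maximal effect; plate controls were vehicle for no effect and no enzyme for full effect; nearly all actives have a fitted effect of over 35% in size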
Target sequence (P54132 whole entry, looked up): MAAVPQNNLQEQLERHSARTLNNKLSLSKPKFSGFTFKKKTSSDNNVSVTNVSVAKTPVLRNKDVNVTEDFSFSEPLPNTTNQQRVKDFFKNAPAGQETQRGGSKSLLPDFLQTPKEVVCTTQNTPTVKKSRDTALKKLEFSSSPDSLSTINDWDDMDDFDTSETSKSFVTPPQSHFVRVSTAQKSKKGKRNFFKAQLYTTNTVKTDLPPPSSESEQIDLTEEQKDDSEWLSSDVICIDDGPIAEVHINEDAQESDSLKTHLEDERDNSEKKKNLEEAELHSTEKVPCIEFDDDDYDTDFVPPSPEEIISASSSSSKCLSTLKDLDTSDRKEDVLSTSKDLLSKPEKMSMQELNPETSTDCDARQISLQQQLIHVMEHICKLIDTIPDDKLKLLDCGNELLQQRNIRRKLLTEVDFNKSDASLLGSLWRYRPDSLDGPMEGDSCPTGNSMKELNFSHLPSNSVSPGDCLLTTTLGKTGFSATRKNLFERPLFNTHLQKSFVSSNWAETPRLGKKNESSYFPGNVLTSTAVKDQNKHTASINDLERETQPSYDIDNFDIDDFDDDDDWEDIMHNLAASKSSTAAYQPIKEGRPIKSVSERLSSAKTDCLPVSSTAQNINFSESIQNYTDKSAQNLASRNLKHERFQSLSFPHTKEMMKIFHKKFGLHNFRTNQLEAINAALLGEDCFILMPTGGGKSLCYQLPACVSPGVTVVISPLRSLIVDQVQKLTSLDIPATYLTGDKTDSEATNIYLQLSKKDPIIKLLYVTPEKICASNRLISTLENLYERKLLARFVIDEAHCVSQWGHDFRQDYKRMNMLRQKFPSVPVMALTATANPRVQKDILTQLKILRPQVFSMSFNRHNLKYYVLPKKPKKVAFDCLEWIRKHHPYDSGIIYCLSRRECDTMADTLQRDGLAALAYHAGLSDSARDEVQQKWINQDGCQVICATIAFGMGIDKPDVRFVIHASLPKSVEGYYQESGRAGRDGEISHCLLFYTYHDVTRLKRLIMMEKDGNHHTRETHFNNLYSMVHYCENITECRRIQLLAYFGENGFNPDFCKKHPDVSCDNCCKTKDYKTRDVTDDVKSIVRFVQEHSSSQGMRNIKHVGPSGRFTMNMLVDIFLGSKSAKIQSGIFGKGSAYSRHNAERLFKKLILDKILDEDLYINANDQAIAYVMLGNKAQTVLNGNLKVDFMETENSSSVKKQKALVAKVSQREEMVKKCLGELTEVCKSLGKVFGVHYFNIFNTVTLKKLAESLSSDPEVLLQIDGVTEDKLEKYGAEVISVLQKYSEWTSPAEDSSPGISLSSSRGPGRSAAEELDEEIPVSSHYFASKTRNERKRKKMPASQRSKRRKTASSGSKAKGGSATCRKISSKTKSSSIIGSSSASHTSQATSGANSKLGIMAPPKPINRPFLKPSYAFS
ERG-DNA inh – inhibitors of human ERG Ets domain-DNA interaction | 370,000 compounds, 0.028% hits | AID 624246 | Potency, µM (top dose mostly 76.9 µM), inactives show at the highest dose FP activity, negative = inhibition, most hits filed as inhibitors | fluorescence polarization, His-ERG Ets domain / labelled DNA; active = well fitted inhibition curve with a large enough effect in the polarisation, with a control signal flat; inconclusive = small, poorly fitted or top-dose-only effect, or effect the other way, or a change in a side signal; inactive = no such curve, though single readings can be large or run the other way; the % refers to the polarisation;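 also: polarization taken with two DNA probes labelled with fluorescein and Texas red; potency is read from the fitted curve at half-maximal effect; % of control where 0% means no effect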
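His-tagged ERG Ets domain (1 uM in the protein solution; 300mM KCl, 50mM Tris-HCl, 1mM EDTA, 1mM DTT, pH 7.5) received compound, then a probe mix of 5 nM fluorescein-DNA and 100nM Texas-615-DNA. Fluorescence polarization was read for both dyes.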
Pol beta inh – inhibitors of human DNA polymerase beta; 340,000 compounds, 1.3% hits; AID 485314; Pol beta primer extension/strand displacement, fluorescence kinetic; Potency, µM (titrated, usually from 114 µM), for the others: top-dose activity change, negative = inhibition, hits mostly inhibitors; P06746; also: potency is read from the fitted curve at half-maximal effect; % is scaled to controls: 0 for no effect and ±100 for the full control effect
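Pol beta (10 nM) and compounds were preincubated 15 min at room temperature, then 50 nM substrate (final) started primer extension/strand displacement. Reads were taken at 0 and 10 min; concentration-response data were fitted to a four-parameter Hill equation.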
The depositor's hits bear a star; ? = inconclusive; / = not tested or not shown; & = joins results of further samples; [ ] = another dose, or the depositor's remark. Unless noted, calls follow the shape of the dose curve; as a rule, active = well fitted curve in the direction sought with a large enough effect; inconclusive = small, poorly fitted or top-dose-only effect, or another doubt; inactive = no such curve, though single readings can be large; an effect the other way counts as inactive or inconclusive.

A first look:
Screens in order: 12-LOX inh	Pol kappa inh	Apoferritin bind	APE1 inh	TRHR agonist	Pol iota inh	BLM inh	ERG-DNA inh	Pol beta inh
COc1cc(CN2CCN(C(C)C)C(CCO)C2)ccc1OCc1ccccc1 (centres undefined)
  -6%	-3%	-14%	4%	3.4	28%	-4%	16%	37%
Cc1cccc(N=C2NC(=O)/C(=C/c3cccnc3)S2)c1
  11%	14%	-10%	-2%	0.0	?	-3%	21%	7%

All compounds of this part, from the first entry:
Screens in order: 12-LOX inh	Pol kappa inh	Apoferritin bind	APE1 inh	TRHR agonist	Pol iota inh	BLM inh	ERG-DNA inh	Pol beta inh
COc1cc(CN2CCN(C(C)C)C(CCO)C2)ccc1OCc1ccccc1 (centres undefined)
  -6%	-3%	-14%	4%	3.4	28%	-4%	16%	37%
Cc1cccc(N=C2NC(=O)/C(=C/c3cccnc3)S2)c1
  11%	14%	-10%	-2%	0.0	?	-3%	21%	7%
CCOc1ccc(C(=O)NC(=S)Nc2ccccn2)cc1[N+](=O)[O-]
  7%	-11%	-12%	15%	-0.4	-2%	-11%	-5%	9%
COCC(C)N=Cc1c(O)[nH]c2ccccc12 (centres undefined)
  15%	-5%[60.1 µM]	-6%	0%	0.3	41%[activator]	1%	/	-2%
O=C(c1ccc(Cl)c(S(=O)(=O)N2CCOCC2)c1)N1CCCCC1
  ?	-3%	-7%	6%	0.2	42%[activator]	-6%	12%	9%
Cc1ccc(NC(=O)CSc2nnc3ccccn23)cc1
  -3%	-8%	-7%	-4%	0.1	-18%	-2%	-2%	5%
CC(=O)c1cccc(CN2CCC(n3nccc3NC(=O)CCc3ccccc3)CC2)c1
  /	-8%	-8%	17%	0.4	13%	-3%	-9%	17%
COc1cc(N)c(Cl)cc1C(=O)OCC(=O)NC(=O)NCc1ccco1
  -3%	-25%	/	11%	/	45%[activator]	/	0%	/
CCN(CC)C(=O)CSc1nc2c(sc(=S)n2-c2ccccc2OC)c(=O)n1-c1ccccc1
  14%	-7%	-19%	25%	0.7	35%	-5%	-15%	-7%
C#CCOCCOCCOCCNc1nc(N2CCN(C(=O)[C@H](C(C)C)n3cc(CCO)nn3)CC2)nc(N2CCN(C(=O)[C@H](C)n3cc(CCCN=C(N)N)nn3)CC2)n1
  17%	7%	/	/	/	7%	/	2%	/
Cc1ccc(OCCC(=O)OCC(=O)N2c3ccccc3CC2C)cc1 (centres undefined)
  16%	-14%	?	-2%	-0.4	9%	-8%	-7%	22%
O=C1OCCN1C(=O)[C@H]1[C@H](c2ccccc2)C(c2cccc(Cl)c2)=NN1c1ccccc1
  /	6%	544%[activator]	4%&-4%	/	-18%	-11%[75.6 µM]	0%	/
CCOc1ccc(NC(=O)CN(C)C(=O)C2COc3ccccc3O2)cc1OCC (centres undefined)
  -5%	-18%	/	?	/	14%	/	8%	/
O=C1CC(C(=O)Nc2cccc(Cl)c2)n2ncnc2N1 (centres undefined)
  21%&-2%	-4%	-3%	0%	0.4	36%[activator]	2%	2%	32%
O=C(/C=C/C(=O)N1CCc2ccccc2C1)N1CCc2ccccc2C1
  2%	-1%	1%	-8%	-1.0	-21%	-8%	-8%	7%
COc1ccccc1CNCC(=O)Nc1ccc(C#N)cc1
  ?	2%	-7%	1%	-2.4	5%	4%	0%	0%
CCC(=O)NC(C)c1cc(Cl)c2cccnc2c1O (centres undefined)
  -24%	12%	/	-8%&16%	-0.9&0.4	36%[activator]	/	/	/
CCn1c(CCNC(=O)c2cccs2)nnc1SCC(=O)Nc1ccc(Cl)cc1
  -2%	3%	2%	1%	0.0	2%	0%	-2%	-26%
O=C(NCCc1nnc2ccc(NCC3CCCO3)nn12)c1ccccc1 (centres undefined)
  2%	1%	-7%	-2%	0.7	115%[activator]	-2%	-3%	28%
O=C(Nc1cccc2ccccc12)C1CCN(C(=O)Cc2ccccc2)CC1
  27%	-2%	-1%	14%	0.7	24%	4%	2%	-4%
CCOC(=O)c1ccc(N2C(=O)CC(C(=O)OC)=C2C)cc1
  0%	2%	6%	12%	1.0	22%	-2%	-1%	6%
CC(C)c1cccc(C(C)C)c1NC(=S)Nc1cccc(Cl)c1
  0%	-4%	-8%	4%	0.0	3%	-4%	1%	10%
Cc1nc2c(C(=O)N3CCCCC3)cnn2c(C)c1Cc1ccccc1F
  -2%	-2%	-19%	-2%	0.4	8%	-3%	7%	28%
CC(=O)c1ccccc1NC(=O)COC(=O)CCC1CCCC1
  -1%	-13%	/	22%	/	23%	/	6%	/
CC(=O)Nc1cccc(NC(=O)CS(=O)(=O)c2cn(CC(=O)N(C(C)C)C(C)C)c3ccccc23)c1
  -12%	-4%	-18%	-3%	-0.5	-26%	1%	5%	37%
CCOc1ccc(C(=O)Nc2cc(S(=O)(=O)Nc3ccccc3Cl)ccc2N2CCOCC2)cc1
  -14%	-9%	46%[activator]	5%	-1.2	16%	-3%	/	0%
CC1CC(C)CN(C(=O)c2ccc(N3CC4CC(C3)c3cccc(=O)n3C4)c([N+](=O)[O-])c2)C1 (centres undefined)
  -17%	-5%	-1%	-3%	-0.4	16%	-1%	/	0%
CC1CN(C(=O)CCC(=O)NCCCN2CCN(Cc3ccccc3)CC2)c2cc(Cl)ccc2O1 (centres undefined)
  -19%	2%	-10%	-7%	0.4	21%	-6%	5%	-2%
CCN(CC)S(=O)(=O)c1cccc(C(=O)N[C@H](C(=O)Nc2nc3ccc(F)cc3s2)C(C)C)c1
  0%	-14%	2%	-4%	-1.8	12%	1%	-6%	-1%
Cc1cc2nn(-c3ccccc3)nc2cc1NC(=O)c1cccs1
  0%[57.4 µM]	-6%	-7%	-9%	0.6	-20%	-6%	0%	?
COc1ccc2c(c1)[nH]c(=O)c1sc3ccccc3c12
  /	2%	-8%	8%	-0.1	-12%	7%	-2%	-3%
COc1ccc(NC(=O)CNc2cccc(S(=O)(=O)N3CCCCCC3)c2)c([N+](=O)[O-])c1
  -5%	-8%	/	18%	-0.1	-14%	/	-2%	/
CCOC(=O)CSc1[nH]c2cc(OC)ccc2c1[N+](=O)[O-]
  -18%	8%	-10%	-6%	0.5	268%[activator]	1%	-1%	0%
O=C(N[C@@H]1C/C=C\C[C@H](CC(=O)N(CCO)Cc2ccccc2)C(=O)N[C@@H](Cc2c[nH]c3ccccc23)COC1=O)OCC1c2ccccc2-c2ccccc21
  ?	-20%	/	-11%	/	13%	/	0%	/
CC(=O)C1=NOC(CNc2ncc(C(F)(F)F)cc2Cl)C1 (centres undefined)
  6%	-4%	-18%	2%	-1.7	18%	-9%	-13%	20%
Cn1cnnc1SCC(=O)c1ccc2c(c1)OCO2
  1%	-2%	-14%	-40%	0.5	9%	0%	-9%	25%
CCOc1ccccc1NC(=O)/C=C/c1ccc(S(=O)(=O)N2CCOCC2)cc1
  2%	-12%	/	2%	0.4	3%	/	6%	/
CCCN(CC1CC1)C(=O)CSc1ncnc2sc(C)c(C)c12
  2%	-12%	?	2%	0.0	31%[activator]	-12%	5%	4%
Cc1ccc(C)c(NC(=O)CCc2c(C)nn(-c3ccc(N4CCCCC4)nn3)c2C)c1
  40%[activator]	-5%	-4%	8%	-1.8	49%	-7%	9%	35%
CCOC(=O)C1CCN(C(=O)c2ccccc2NC(=O)c2ccc(Cl)cc2)CC1
  0%	-5%	-8%	-4%	-0.8	3%	3%	5%	5%
CC1CCCCN1C(=O)Cn1nnc(-c2cccnc2)n1 (centres undefined)
  -1%	-13%	-16%	8%	6.9	6%	-6%	/	2%
CCOc1ccc(C(=O)Nc2ccc(S(=O)(=O)Nc3nc(C)cc(C)n3)cc2)cc1OC
  -18%	10%	-17%	/	0.7	7%	3%	-1%	9%
C=CCN1C(=O)c2ccc(C(=O)N(CCOC)c3c(N)n(CCCC)c(=O)[nH]c3=O)cc2C1=O
  -14%	-4%	/	24%	0.2	24%	/	4%	/
Cc1cc(C(F)F)n2nc(C(=O)Nc3sc4c(c3C#N)CCC(C)C4)nc2n1 (centres undefined)
  -17%	-14%	-9%	18%	0.3	4%	-1%	-9%	15%
CN(C)S(=O)(=O)c1cccc(NC(=O)CN2C(=O)NC(Cc3ccccc3)C2=O)c1 (centres undefined)
  -11%	0%	/	14%	0.3	14%	/	17%	/
Cc1cccc(C(=O)OCC(=O)NCc2ccco2)c1
  -29%	?	/	?	-0.3	79µM*	/	/	/
CCN1CCN(C(=O)CCNC(=O)Cn2cnc3ccccc3c2=O)CC1
  12%	1%	9%	-1%	-0.3	5%	-2%	5%	45%
O=S(=O)(c1ccc(Br)cc1)N1CCC(c2nc3ccccc3[nH]2)CC1
  -4%	-14%	2%	5%	1.1	-23%	-3%	9%	25%
COc1ccc(N2CCN(C(=O)c3cnc(SC)nc3C)CC2)cc1
  -28%	7%	-7%	/	-0.3	-4%	-1%	-1%	14%
CC1(C)OC2CC3C4CC(F)C5=CC(=O)CC[C@@]5(C)C4C(O)C[C@@]3(C)[C@]2(C(=O)CO)O1 (some centres undefined)
  /	-12%[60.1 µM]	12%	3%	/	/	7%	/	/

The list is partial; rates above refer to the full screens.
